Compound activity as filed in PubChem.
V1R ag counter: counter-screen for oxytocin receptor agonists: human V1a receptor agonists; P37288; CHO-V1R cells, Fluo-8 calcium fluorescence, agonist mode; 0% DMSO, 100% 3 nM vasopressin; activation, % at 3 µM; 320,000 tested, 0.25% active;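 active = activation above the mean activation of all tested compounds plus 3 SD, per screening run, cut at about 20% in these data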;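 also: signal is peak over basal fluorescence ratio across a 100 second FLIPR read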
OXTR potentiate: potentiators of human oxytocin receptor; P30559; CHO-OTR cells, Fluo-8 calcium fluorescence, potentiator mode; 0% = oxytocin EC15, 100% = EC100; activation, % at 3 µM; 320,000 tested, 0.061% active; AID 2445;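 active = activation above that plate's cutoff, the mean activation of tested compounds plus 3 SD, cut at about 6.6% in these data, passing the limit was not always enough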;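 also: 100% uses oxytocin at 75 nM as the full agonist control; some results filed as inactive read as strong as hits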
Target sequence (P30559 whole entry, looked up): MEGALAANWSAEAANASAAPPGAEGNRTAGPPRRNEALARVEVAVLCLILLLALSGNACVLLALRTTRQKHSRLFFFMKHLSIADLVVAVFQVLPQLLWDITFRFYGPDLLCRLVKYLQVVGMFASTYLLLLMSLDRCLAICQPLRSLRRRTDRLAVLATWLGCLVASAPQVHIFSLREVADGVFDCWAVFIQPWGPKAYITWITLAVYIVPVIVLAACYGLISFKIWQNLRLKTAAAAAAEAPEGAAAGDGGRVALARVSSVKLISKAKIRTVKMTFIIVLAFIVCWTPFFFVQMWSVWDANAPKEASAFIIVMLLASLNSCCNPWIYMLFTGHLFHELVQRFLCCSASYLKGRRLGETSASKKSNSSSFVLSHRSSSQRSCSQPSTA
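test system = CHO-OTR cells, human receptor | compound = single-point 3.0 µM | schedule = 6 min compound pre-incubation at room temperature, 100 s kinetic read | signal = Fluo-8 no-wash calcium dye fluorescence, excitation 470-495 nm, emission 515-575 nm | repeats = single well per compound, singlicate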
MEKK2mut PB1 HTS: signal of MEK5 binding to mutant human MEKK2 PB1 domain; bead flow cytometry, Alexa488-MEK5 binding to MEKK2 mutant; percent response, % at 10 µM; 290,000 tested, 0.35% active; AID 1530; in the data active = percent response above about 24%, passing the limit was not always enough; also: inactives centre near 1; some results filed as inactive read as strong as hits; reference of the scale not given here
MEKK2 WT-MEK5: raises or lowers MEK5 binding to wildtype human MEKK2 PB1 domain. 290,000 tested, 1.1% active. AID 1531. binding response (% of control), % at 10 µM. bead flow cytometry, Alexa488-MEK5 binding to MEKK2 WT; actives lie on both sides; in the data active = binding response below about 67% or above about 130%; inconclusive = no clear call, values can overlap the other calls; inactive = in between
GalR3 antag: blocks the human galanin receptor 3 | O60755 | HEK293 GalR3-CNG cAMP membrane potential fluorescence; galR3 body fused to GalR1 C-terminus | inhibition, % at 3 µM | 360,000 tested, 0.44% active | AID 651719;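 active = inhibition above the screen-wide average plus 3 SD, cut at about 13% in these data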;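 also: forskolin and galanin both at EC90 stimulate the cells; cAMP rise reported by CNG channel membrane potential dye signal; 0% = forskolin plus galanin with DMSO and 100% = forskolin alone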
Target sequence (O60755 1-299 limits assumed): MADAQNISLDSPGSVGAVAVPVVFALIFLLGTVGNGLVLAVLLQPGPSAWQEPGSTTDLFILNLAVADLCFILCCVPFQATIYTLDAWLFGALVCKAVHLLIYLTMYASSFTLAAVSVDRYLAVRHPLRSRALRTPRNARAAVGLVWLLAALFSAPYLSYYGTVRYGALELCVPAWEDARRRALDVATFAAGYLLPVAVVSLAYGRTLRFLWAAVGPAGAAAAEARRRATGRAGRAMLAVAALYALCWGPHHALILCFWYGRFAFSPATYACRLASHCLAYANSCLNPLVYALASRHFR
PfM18AAP inh: PfM18AAP enzyme inhibition; recombinant PfM18AAP, H-Glu-NHMec fluorogenic cleavage; inhibition, % at 7.35 µM; 290,000 tested, 1.2% active;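 active = inhibition above the campaign mean inhibition over all tested compounds plus 3 SD, cut at about 28% in these data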;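 also: 0% = plate median of test compound wells and 100% = 2 mM ZnCl2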
GPR7 antag: antagonists of human GPR7 (neuropeptides B/W receptor 1). P48145. inhibition, % at 4.4 µM. 290,000 tested, 1.1% active. GPR7-expressing cells, fluorescence antagonist assay; in the data active = inhibition above about 16%, passing the limit was not always enough;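 also: cells stimulated with the agonist NPW; 0% = agonist with vehicle and 100% = vehicle without agonist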
Target sequence (P48145 whole entry, looked up): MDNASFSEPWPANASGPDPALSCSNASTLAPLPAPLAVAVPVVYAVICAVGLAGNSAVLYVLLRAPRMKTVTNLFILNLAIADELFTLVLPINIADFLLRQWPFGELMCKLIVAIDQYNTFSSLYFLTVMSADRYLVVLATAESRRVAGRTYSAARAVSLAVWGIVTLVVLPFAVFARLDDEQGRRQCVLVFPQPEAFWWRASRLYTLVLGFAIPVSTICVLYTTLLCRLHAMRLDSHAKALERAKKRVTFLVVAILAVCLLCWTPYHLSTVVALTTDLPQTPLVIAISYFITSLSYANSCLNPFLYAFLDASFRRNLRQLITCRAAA
NALP1 yeast inh: inhibitors of NALP1 inflammasome in yeast; S. cerevisiae NALP1/ASC/caspase-1 growth, X-gal OD620, 72 h; inhibition, % at 10 µM; 280,000 tested, 0.61% active; AID 2071; in the data active = inhibition mostly above about 24%, no sharp cut-off; inactive = mostly below about 32%; also: some compounds called inactive have numbers as strong as hits
OXTR agonist: human OXTR agonism. 320,000 tested, 0.32% active. CHO-OTR cells, Fluo-8 calcium fluorescence; normalized: DMSO 0%, oxytocin 100%. activation, % at 3 µM. P30559;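 active = activation above the mean of all tested compounds plus 3 SD, cutoff set per screening run, cut at about 20% in these data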;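 also: peak over basal fluorescence ratio from a 100 s FLIPR kinetic read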
The depositor's hits bear a star; u = inconclusive; x = not tested or not shown.

SMILES	V1R ag counter	OXTR potentiate	MEKK2mut PB1 HTS	MEKK2 WT-MEK5	GalR3 antag	PfM18AAP inh	GPR7 antag	NALP1 yeast inh	OXTR agonist
COc1ccc(CNC(=O)CN(c2ccc(OC)cc2)S(=O)(=O)c2c(C)nn(C)c2C)cc1	4.8	-8	-3	87	1	-3	11	22	-0.6
CCCNC(=O)C1CC(c2ccccc2[N+](=O)[O-])=NO1 (stereo unspecified)	0.2	-5	5	108	-2	x	x	x	-1.3
CC1(C)CN(C(Cc2ccccc2)C(N)=O)C1=O (stereo unspecified)	0.8	3	-2	96	-12	-3	24	26	0.8
COc1cc2nc(NC(=O)c3ccccc3)sc(=O)c2cc1OC	x	x	0	100	-6	2	-3	18	x
Fc1ccc(Oc2nnnn2-c2ccccc2)cc1	0.3	-5	-1	99	-1	-12	3	6	-1.6
COc1cc(/C=C2\SC(=S)N(CCC(=O)Nc3cccc(O)c3)C2=O)cc(OC)c1OC	2.1	-12	-2	74	-1	12	-18	16	1.0
CCOC(=O)C1=C(C)N=C2SC(C)C(=O)N2C1c1ccccc1 (stereo unspecified)	-1.4	-9	-2	93	-4	0	-5	12	-2.2
COc1ccc2cc[nH]c2c1	-0.4	-2	-4	102	-5	-2	-5	4	0.1
Cc1ccccc1C(=O)OCC(=O)N(C)c1ccccc1	-0.3	-12	-1	99	-9	-4	3	-1	-0.9
O=C(COc1cccc(C(F)(F)F)c1)Nc1ccc(S(=O)(=O)N2CCCCC2)cc1	1.8	-6	x	x	-5	x	x	x	-1.1
COC(=O)c1ccccc1NC(=O)C1CCCN(c2nnc(-n3cccc3)s2)C1 (stereo unspecified)	-0.5	-4	9	110	x	-9	-5	24	-1.9
CCOC(=O)c1c(C)[nH]c(C(=O)OCC(=O)N2CC(C)OC(C)C2)c1C (stereo unspecified)	0.5	-20	-2	100	-3	4	-9	5	-0.5
COc1cccc(NC(=S)NNC(=O)Cn2nc([N+](=O)[O-])cc2C)c1	0.5	-5	-9	91	-4	22	-14	-10	-0.2
Cc1ccccc1C(=O)N1CCC(n2nccc2NC(=O)CCOc2ccccc2)CC1	1.1	2	1	105	-1	0	13	10	1.1
COc1cccc(NC(=O)NC2CCCCC2C)c1 (stereo unspecified)	0.1	-6	-11	84	6	-3	-12	9	-1.7
O=C(CSc1nnc(CNc2ccc(F)cc2)n1Cc1ccco1)NC1CC1	-0.5	-7	3	101	1	-2	-3	-8	-0.1
COc1ccc(NC(=O)N/C=C/c2ccco2)cc1	0.7	-8	-4	95	-6	11	-6	24	-0.5
CN1C(=O)CSc2ccc(NC(=O)NCc3ccc(F)cc3)cc21	3.2	-4	-4	92	-2	-7	-4	-1	0.6
COc1ccc(CNC(=O)N2CCN(c3cccc(Cl)c3)CC2)cc1OC	7.6	-14	-4	99	-9	2	-3	8	11
O=C(Nc1ccc(Oc2ccccc2)nc1)C1CCN(Cc2ccco2)CC1	3.2	-1	10	110	-2	0	-14	10	1.8
O=C(CSc1cccc[n+]1[O-])c1ccc(-c2ccccc2)cc1	-0.1	0	-2	102	-8	0	-7	16	0.9
CC1=C(C#N)C(NC(=O)c2cccc(Cl)c2)(C(F)(F)F)C(=O)N1 (stereo unspecified)	0.9	-6	-2	103	3	-6	5	24	1.3
CSc1ccc(S(=O)(=O)N2CCC(C(=O)NCCc3ccccc3)CC2)cc1	x	x	2	105	-4	0	-4	16	x
COc1cc(C(=O)NC(C)C2CC3CCC2C3)ccc1OC(F)F (stereo unspecified)	-0.5	-3	x	x	-5	x	x	x	-1.4
CCOc1ccc(NC(=O)c2cccc3c2C(=O)N(CC2CCCO2)C3)cc1 (stereo unspecified)	-1.5	-8	-2	97	x	5	-1	5	-1.8
The list continues:
SMILES	V1R ag counter	OXTR potentiate	MEKK2mut PB1 HTS	MEKK2 WT-MEK5	GalR3 antag	PfM18AAP inh	GPR7 antag	NALP1 yeast inh	OXTR agonist
O=C(C[n+]1cccc(CNC(=O)c2ccc(OC(F)F)cc2)c1)Nc1ccc(SC(F)F)cc1	-0.4	-6	5	116	-4	0	-2	26	-0.9
COC(=O)c1sc2ccccc2c1NC(=O)c1ccc(S(=O)(=O)N2CCCC(C)C2)cc1 (stereo unspecified)	0.1	-4	-4	99	0	-2	-1	30	0.1
COc1cc(-c2nc(S(=O)(=O)c3ccc(C)cc3)c(N(C)C)o2)cc(OC)c1OC	-1.0	-9	2	107	0	-2	-14	9	-2.7
COc1ccc([C@@H]2[C@@H]3C(=O)N(C(C)(C)C)C(=O)[C@@H]3[C@]3(Cc4ccccc4)C(=O)N(c4cccc(Br)c4)C(=O)N23)cc1	2.0	3	x	x	-7	x	x	x	1.3
Cn1ccnc1C(=O)C1CCCN(Cc2cn[nH]c2-c2ccc(-c3ccccc3)cc2)C1 (stereo unspecified)	0.5	-4	30	148*	1	-10	-5	5	-0.2
CC1(C(=O)NNC(=O)c2cccc([N+](=O)[O-])c2)CC1(Br)Br (stereo unspecified)	0.1	-6	2	108	-9	5	-22	15	-1.5
COc1ccccc1Nc1ncccc1[N+](=O)[O-]	-1.3	4	5	106	-3	1	-25	0	-2.9
CCCCn1c(N)c(N(CCOC)C(=O)c2ccc(COc3ccccc3)o2)c(=O)[nH]c1=O	-0.4	1	x	x	4	x	x	x	0.2
O=C(O/N=C1/CCCc2occc21)c1ccc(Cl)cc1Cl	-1.9	-5	-3	97	2	-13	13	x	-2.9
O=C(N/N=C/c1cc(Br)ccc1O)C(=O)Nc1ccccc1OC(F)(F)C(F)F	0.4	-2	2	104	15*	-5	-9	17	0.6
COc1ccc(CN(Cc2ccc(OC)cc2)C(=O)c2cccs2)cc1	0.8	-3	6	98	-8	5	3	32	-0.7
CC1CN(C(=O)c2ccc(COCC(F)(F)F)o2)CC(C)O1 (stereo unspecified)	0.5	1	2	105	8	-7	-1	31	0.7
O=C(c1ccccc1)N1CCN(C2CCCCC2)CC1	0.3	-3	5	99	-2	2	-3	22	0.6
COc1ccccc1Nc1nc(Cl)nc(Nc2ccccc2OC)n1	-0.5	-5	-4	104	-8	-3	-4	-3	-1.7
Cc1onc(-c2c(Cl)cccc2Cl)c1C(=O)OCC(=O)c1ccccc1	-0.4	-1	5	102	0	1	-6	x	-1.2
N#Cc1sc2nc3c(cc2c1N)CCCC3	-1.8	-2	-3	101	4	-1	-1	30	-2.6
O=C(c1noc2c1CCCC2)N1CCN(Cc2ccccc2)CC1	0.4	-4	-5	92	x	-10	-14	6	0.6
COc1cccc(N(CC(=O)NC2CCCC2)C(=O)Cn2nnc(-c3ccc(C)o3)n2)c1	-0.3	-4	2	101	-10	4	-4	5	0.1
Cc1cccc(C)c1NC(=O)COn1nnc2ccc(C(F)(F)F)cc21	-0.4	-8	0	104	-2	-2	3	25	-1.2
CCOC(=O)C1=C(C)N=C2SC(C)C(=O)N2C1c1cccc(F)c1 (stereo unspecified)	0.5	-4	6	116	-3	3	-5	-5	-0.1
COc1ccc(OC)c(-n2c(CN3CCC(C(N)=O)CC3)nc3ccccc3c2=O)c1	-0.2	-7	-25	u	-4	-4	-11	27	-0.3
COc1ccc(C)cc1Nc1n[n+](-c2ccccc2)c(-c2ccc(SC)cc2)s1	0.7	1	29*	128	-7	8	15	2	-1.8
CC(C)(C)OC(=O)C[C@H]1C/C=C\C[C@H](CC(=O)NCCO)C(=O)NCCOC1=O	0.7	1	x	x	-6	x	x	x	1.7
COc1ccc(/C=C2/Sc3ccc(C(=O)NCCCN4CCOCC4)cc3NC2=O)cc1OC	0.8	-4	8	118	-2	8	-9	4	-0.2
COc1ccccc1CNC(=O)COC(=O)[C@H](Cc1c[nH]c2ccccc12)NC(=O)c1cccs1	4.4	-1	1	103	4	5	-4	19	2.4
(more compounds)
SMILES	V1R ag counter	OXTR potentiate	MEKK2mut PB1 HTS	MEKK2 WT-MEK5	GalR3 antag	PfM18AAP inh	GPR7 antag	NALP1 yeast inh	OXTR agonist
CCN(C(=O)COC(=O)c1[nH]c(=O)[nH]c(=O)c1N)c1ccccc1	1.0	-3	-2	98	5	11	-9	1	1.1
COc1ccc(CCN2CC(C(=O)NCc3nc(C)c(C)s3)CCC2=O)cc1 (stereo unspecified)	1.1	1	9	106	1	-10	-15	9	-0.4
O=C(NCc1ccccn1)NC1CCCCC1	0.8	-4	-2	95	-1	-8	-4	23	-1.1
CCNc1c(NS(=O)(=O)c2ccc(C3CCCCC3)cc2)c(=O)oc2ccccc12	0.8	-3	-6	95	6	2	12	-19	0.0
COC(=O)c1ccc(CN2CCC(n3nccc3NC(=O)C3CCCC3)CC2)cc1	1.7	-2	10	107	-6	5	-9	0	-0.2
CC(=O)N(C)c1ccc(OCC(O)CN(Cc2ccco2)S(=O)(=O)c2ccc(C)cc2)cc1 (stereo unspecified)	9.3	-22	0	91	-4	3	-10	22	13
O=C(NC1CCN(Cc2ccccc2)CC1)c1c(Cl)cccc1Cl	0.9	-19	9	105	-9	-8	22	7	0.5
CCC1=Nc2cc(C(=O)NCCN3CCOCC3)ccc2Sc2ccccc21	1.3	-2	2	108	-5	0	2	21	0.0
CC(OC(=O)c1ccc(S(=O)(=O)N(C)C)cc1)C(=O)Nc1ccc(Cl)cn1 (stereo unspecified)	6.2	-8	-17	68	-3	-21	16	3	1.2
COc1ccc(N2C(=O)C3CCCN3C2c2cccc(C)c2)cc1 (stereo unspecified)	-1.1	-1	0	98	-1	3	16	5	-1.3
CCN1CCCC1CNC(=O)C(NC(=O)C1CCC(C)CC1)C(C)C (stereo unspecified)	-0.6	-1	x	x	-3	-2	-7	11	-0.4
CCN1CC=C2C(C#N)=C(N)C(C#N)(C#N)C(CCc3ccccc3)C2C1 (stereo unspecified)	5.2	-11	-5	89	-2	11	2	4	5.9
Cc1ccc(CSCCNC(=O)c2ccccc2)cc1	0.2	-7	0	102	-3	-4	2	38	-3.0
CCOC(=O)C1(Cc2ccccc2)CCN(Cc2cccn2-c2nccs2)CC1	0.2	-3	1	99	-8	1	18	-7	-1.6
Cc1ccc(NC(=O)C2CCCN(C(=O)c3ccc(Cl)cc3)C2)cc1C (stereo unspecified)	1.3	-7	0	99	-6	4	-11	-6	-1.0
O=C(c1nnc(Cc2ccc(Cl)cc2)o1)N1CCc2ccccc2C1	-0.2	-3	-2	105	1	-5	3	32	-0.5
C/C=C\C=C\C(=O)N1CC2(CC(c3cccc(NC(=O)/C(C)=C\C)c3)=NO2)C[C@H]1C(N)=O (stereo partly specified)	0.6	-5	2	81	-6	x	x	x	-0.5
CCOC(=O)CNC(=O)c1cn(CC(C)C)c(=O)c2cc(OC)c(OC)cc12	0.0	2	-1	98	-3	-1	1	5	-0.7

Record cards, from the list above. Order of screens: V1R ag counter	OXTR potentiate	MEKK2mut PB1 HTS	MEKK2 WT-MEK5	GalR3 antag	PfM18AAP inh	GPR7 antag	NALP1 yeast inh	OXTR agonist
Listed for Cc1ccc(CSCCNC(=O)c2ccccc2)cc1 → 0.2	-7	0	102	-3	-4	2	38	-3.0
Listed for CC(OC(=O)c1ccc(S(=O)(=O)N(C)C)cc1)C(=O)Nc1ccc(Cl)cn1 (stereo unspecified) → 6.2	-8	-17	68	-3	-21	16	3	1.2
Listed for C/C=C\C=C\C(=O)N1CC2(CC(c3cccc(NC(=O)/C(C)=C\C)c3)=NO2)C[C@H]1C(N)=O (stereo partly specified) → 0.6	-5	2	81	-6	x	x	x	-0.5
Listed for Cc1ccc(NC(=O)C2CCCN(C(=O)c3ccc(Cl)cc3)C2)cc1C (stereo unspecified) → 1.3	-7	0	99	-6	4	-11	-6	-1.0
